Screening results (PubChem BioAssay)
p53 reactivation: restores transcriptional activity of mutant p53; H1299 p53-A138V BP100-luciferase reporter, luminescence, 24 h; Potency, µM (titrated, usually from 92.2 µM), for the others: at the top dose activity change, positive = activation, most hits filed as activators; actives 0.063% (n = 320,000); AID 504706; note: % of control where 0% means no effect; nearly all actives have a fitted effect of over 45% in size
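p53-null H1299 cells stably carrying temperature-sensitive p53-A138V and a BP100-luciferase reporter were pinned with compounds (4-point, 1:5 series) and held 24 hrs at 37 deg C. Luminescence was read 10 min after detection reagent.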
RORg inh: ROR gamma (mouse) transcription inhibition; P51450; Drosophila S2 Gal4-RORgamma UAS-luciferase reporter, 20 h; Potency, µM (doses to about 53.6 µM), without a hit: top-dose activity change, negative = inhibition, most hits filed as inhibitors; actives 5.4% (n = 310,000); AID 2551; note: % is set by controls: 0 for no effect and ±100 for the full control effect; nearly all actives have a fitted effect of over 60% in size
Target sequence (P51450 whole entry, looked up, the tested form may be a part): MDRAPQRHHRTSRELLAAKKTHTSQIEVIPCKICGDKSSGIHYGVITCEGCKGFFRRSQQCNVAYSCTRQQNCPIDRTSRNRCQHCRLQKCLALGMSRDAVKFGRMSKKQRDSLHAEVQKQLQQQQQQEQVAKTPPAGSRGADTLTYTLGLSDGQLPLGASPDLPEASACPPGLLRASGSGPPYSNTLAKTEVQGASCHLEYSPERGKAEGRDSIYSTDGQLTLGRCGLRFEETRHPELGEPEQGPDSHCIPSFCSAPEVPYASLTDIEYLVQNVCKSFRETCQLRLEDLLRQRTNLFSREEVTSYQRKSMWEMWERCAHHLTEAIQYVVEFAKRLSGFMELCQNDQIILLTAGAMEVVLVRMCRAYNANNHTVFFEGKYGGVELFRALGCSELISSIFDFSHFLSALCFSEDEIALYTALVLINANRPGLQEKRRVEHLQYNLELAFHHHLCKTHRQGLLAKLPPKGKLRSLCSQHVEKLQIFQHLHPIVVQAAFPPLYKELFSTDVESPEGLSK
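Stably transfected Drosophila Schneider cells are the test system, with ROR gamma fused to Gal4 and luciferase under UAS control; luminescence is read after 20 hr of 700 uM copper sulfate induction at ambient temperature.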
VP16 counter: Gal4-VP16 reporter inhibition counter-screen; AID 2546; Drosophila S2 Gal4-VP16 UAS-luciferase, luminescence, 20 h; Potency, µM (titrated, usually from 53.6 µM), for inactives: at the highest dose activity, negative = inhibition, usual class: inhibitors; actives 3.5% (n = 310,000);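 note: Gal4-VP16 expression switched on by copper sulfate through the metallothionein promoter; % is set by controls: 0 for no effect and ±100 for the full control effect; nearly all actives have a fitted effect of over 50% in size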
FLuc modulator: firefly luciferase modulation, counter-screen for miR-21 project; purified FLuc, Km substrates, luminescence inhibition; Potency, µM (series often up to 57.5 µM), for the others: at the highest dose activity change, negative = inhibition, usual class: inhibitors; actives 6.9% (n = 360,000);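 note: plate controls were vehicle for no effect and reference inhibitor for full effect; nearly all actives have a fitted effect of over 55% in size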
Target sequence (P08659 whole entry, looked up): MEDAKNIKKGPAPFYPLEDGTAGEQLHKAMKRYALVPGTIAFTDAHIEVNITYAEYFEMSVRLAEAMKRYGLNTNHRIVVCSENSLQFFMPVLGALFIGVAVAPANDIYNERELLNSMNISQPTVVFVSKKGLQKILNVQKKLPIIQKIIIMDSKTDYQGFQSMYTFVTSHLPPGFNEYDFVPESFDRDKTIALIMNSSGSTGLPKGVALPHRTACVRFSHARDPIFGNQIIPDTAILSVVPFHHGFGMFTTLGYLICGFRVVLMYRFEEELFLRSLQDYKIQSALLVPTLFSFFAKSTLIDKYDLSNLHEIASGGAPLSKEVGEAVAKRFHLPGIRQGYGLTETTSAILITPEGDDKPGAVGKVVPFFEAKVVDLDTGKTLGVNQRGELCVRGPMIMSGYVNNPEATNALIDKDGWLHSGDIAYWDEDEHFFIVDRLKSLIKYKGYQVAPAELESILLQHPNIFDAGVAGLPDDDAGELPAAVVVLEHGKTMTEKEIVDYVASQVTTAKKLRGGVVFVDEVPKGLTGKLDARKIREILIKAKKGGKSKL
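Purified P. pyralis luciferase, 10 nM final, with Km-level 10 uM D-luciferin and 10 uM ATP in 50 mM Tris acetate pH 7.5, 10 mM Mg acetate, 0.01% Tween-20, 0.05% BSA; 6-point qHTS titration about 60 µM downward; luminescence read.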
Rab9 promoter act: Rab9 promoter activation; Potency, µM (series often up to 9.22 µM), without a hit: at the highest dose activation, negative = inhibition, hits mostly activators; Huh7 Rab9 promoter-luciferase reporter, luminescence, 24 h; AID 485297; actives 2.8% (n = 320,000); note: % of control where 0% means no effect; nearly all actives have a fitted effect of over 60% in size
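Using Huh7 cells stably transfected with Rab9 promoter–luciferase, compounds were incubated 24 h at 37 °C, 5% CO2; luciferase luminescence was read 10 min after reagent addition.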
BRCA1 expr act: increases BRCA1 expression; MCF7-BRCA1-FFLuc reporter, luminescence, 48 h; response scale: scaled: vehicle 0%, 10 µM genistein 100%; Potency, µM (top dose mostly 46.1 µM), without a hit: at the top dose activation, usual class: activators; actives 1.1% (n = 380,000); note: nearly all actives have a fitted effect of over 80% in size; some results filed as inactive show a strong effect at the top dose
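Compounds are tested at multiple concentrations on MCF7 BRCA1-luciferase reporter cells seeded at 2000 per well; after 48 h, a single luminescence end-point is taken and curves fitted to the normalized data.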
NPC1 promoter act: NPC1 promoter activation; Huh7 NPC1 promoter luciferase reporter, 24 h; Potency, µM (series often up to 9.22 µM), for inactives: at the top dose activation, actives largely listed as activators; actives 2.4% (n = 320,000); AID 485313;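 note: % of control where 0% means no effect; nearly all actives have a fitted effect of over 60% in size; reporter is driven by a mutant NPC1 promoter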
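NPC1 promoter–luciferase Huh7 cells; 24 h compound; luminescence.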
uPA surface inh: cell surface uPA generation inhibition | cell surface uPA generation assay, qHTS | Potency, µM (doses to about 38.3 µM), for the others: at the top dose activity change, negative = inhibition, hits mostly inhibitors | actives 0.31% (n = 330,000) | AID 540303; active = well fitted inhibition curve with a large enough effect; inconclusive = small, poorly fitted or top-dose-only effect; inactive = no such curve, though single readings can be large or run the other way; tested in mouse RAW 264.7 cells; note: % is set by controls: 0 for no effect and ±100 for the full control effect; nearly all actives have a fitted effect of over 55% in size
MBNL1-CUG inh: inhibitors of human MBNL1 binding to CUG repeat RNA | Q9NR56 | TR-FRET MBNL1-His/biotin-(CUG)12 binding, 665/545 ratio | Potency, µM (top dose mostly 57.5 µM), for inactives: at the highest dose activity change, negative = inhibition, hits mostly inhibitors | actives 0.036% (n = 280,000); active = well fitted inhibition curve with a large enough effect in the signal ratio, with a control signal flat, not every such curve was filed as active; inconclusive = small, poorly fitted or top-dose-only effect, or effect the other way, or a change in a side signal; inactive = no such curve, though single readings can be large or run the other way; the % refers to the signal ratio; note: % is set by controls: 0 for no effect and ±100 for the full control effect
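TR-FRET readout: Ex 340 nm, 665/545 nm emission ratio, normalized to buffer-only (basal) and MBNL1-(CUG)12 controls. Complex of MBNL1-His with Biotin-(CUG)12, compounds 92 nM–58 uM, incubated 60 min at room temperature.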
ELG1 genotoxic: inducers of genotoxicity in HEK293T ELG1-luciferase cells; HEK293T ELG1-luciferase reporter, luminescence, 16 h; Potency, µM (titrated, usually from 46 µM), inactives show at the top dose activity change, positive = activation, hits mostly activators; actives 1.3% (n = 330,000); AID 504466; note: % of control where 0% means no effect; nearly all actives have a fitted effect of over 60% in size
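16 hr compound incubation (37 °C, 5% CO2) of HEK293T cells carrying luciferase-tagged ELG1; luciferase then measured by ONE-Glo luminescence after 30 min at RT.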
Active calls of the source: *; ? = inconclusive; . = no result given; & = joins results of further samples; [ ] = dose if it differs, or a comment. Unless noted, calls come from the whole dose curve; as a rule, active = well fitted curve in the direction sought with a large enough effect; inconclusive = small, poorly fitted or top-dose-only effect, or another doubt; inactive = no such curve, though single readings can be large; an effect the other way counts as inactive or inconclusive. Potency is the fitted concentration of half-maximal effect.

SMILES	p53 reactivation	RORg inh	VP16 counter	FLuc modulator	Rab9 promoter act	BRCA1 expr act	NPC1 promoter act	uPA surface inh	MBNL1-CUG inh	ELG1 genotoxic
COc1ccc(C2CC(c3ccccc3)=NN2C(=O)COC(=O)COc2ccccc2)cc1 (stereo unspecified)	-2%	-10%	6%	-2%	5%	11%	2%	1%	-1%	5%
CCCCC[C@@H]1C=C(C(=O)O)[C@H](c2ccc(F)cc2)N1S(=O)(=O)c1ccc(C)cc1	-10%	.	.	.	.	6%	.	-9%	.	3%
COC(c1ccccc1)c1nnc(CCC(=O)N(C)Cc2cccc(-n3cccn3)c2)o1 (stereo unspecified)	11%	?	?	15µM*	?	13µM*	4%	2%	4%	?
C/C(=N\NC(=O)COc1ccc(C#N)cc1)c1ccc(N2CCOCC2)cc1	-7%	?	17%	-3%	-4%	-1%	-4%	7%	.	3%
CC(C)OC(=O)CCC(=O)Nc1nc2ccccc2s1	15%	?	7%	?	20%	66%	2%	-2%	-10%	13%
COc1ccc(NC(=O)COc2coc(CN3CCCc4ccccc43)cc2=O)cc1	6%	.	.	5%	-6%	0%	1%	-2%	.	0%
Cn1ccnc1SCc1ccc([N+](=O)[O-])cc1	3%	-27%	2%	-4%	1%	18%	1%	.	?	0%
Nc1ncnc2c1ncn2[C@@H]1O[C@H](CNCc2ccccc2OCc2ccc(Cl)cc2Cl)[C@@H](O)[C@H]1O	-10%	.	.	.	.	-25%	.	-11%	.	-3%
CCOC(=O)C1(CC2CC2)CCN(Cc2cnc(N(C)C)s2)CC1	0%	0%	2%	0%	-1%	-21%	-5%	-8%	-16%	0%
COC(=O)c1cc(OC)c(OC)cc1NCC(=O)Nc1ccc(OC)c(OC)c1	-16%	?	?	1%	-9%	-19%	-3%	-4%	.	-6%
Cc1ccc(Nc2ncnc3ccccc23)cc1	13%	4%	-11%	12µM*	1.8µM*	5.6µM*	?	1%	-13%	17%
CC(C)n1nnnc1SCC(=O)Nc1ccc2c(c1)OCCO2	7%	-9%	-4%	17µM*	?	.	3.2µM*	.	2%	?
COc1ccccc1CC(=O)NCCc1ccc(S(N)(=O)=O)cc1	-7%	28%	-11%	-1%	3%	-10%	-2%	-1%	0%	1%
COc1ccc(C2SCC(=O)N2c2c(C)n(C)n(-c3ccccc3)c2=O)cc1 (stereo unspecified)	-3%	21%	0%	1%	-3%	0%	2%	-2%	0%	-1%
CCCc1cc(=O)[nH]c(SCC(=O)c2c(N)n(CC(C)C)c(=O)n(C)c2=O)n1	-10%	.	.	3%	2%	-66%	-2%	4%	.	-11%
CCNC(=O)COC(=O)c1cc(-c2ccco2)nc2ccccc12	-1%	37%	0%	?	-4%	1%	1%	-1%	?	-4%
COc1cccc2sc(N(CCCN(C)C)C(=O)c3ccc(S(=O)(=O)N4CCc5ccccc5C4)cc3)nc12	27%	-89%	28µM*	-1%	-1%	-41%	-2%	-9%	1%	?
CCOc1ccc(NC(=O)NC2CCOC(C)(C)C2)cc1 (stereo unspecified)	9%	15%	-3%	2%	20%	55%	0%	-7%	-2%	3%
CC(=O)c1ccc(N2CCN(CC(=O)NCc3ccccc3)CC2)cc1	-1%	-1%	4%	0%	0%[1.84 µM]	-12%	-8%	23%	-1%	-1%
CC1(C)Cc2c(sc(/N=C/N3CCCCC3)c2C#N)C(C)(C)N1	14%	-1%	-4%	2%	-6%	9%	1%	-8%	2%	3%
CCOC(=O)C1CCN(C(=O)Cc2ccc(C)cc2)CC1	2%	21%	-1%	2%	3%	2%	-3%	-4%	-5%	5%
Cc1ccc(/C([O-])=C(/C(=S)Nc2ccc(SC(F)F)cc2)[n+]2ccccc2)cc1[N+](=O)[O-]	13%	2%	-3%	-15%	-5%	-15%	-2%	-17%	4%	-2%
Cc1cc(F)ccc1NC(=O)Cn1c(C)csc1=O	-5%	.	.	-3%	-2%	6%	1%	7%	.	3%
CC1CCCN(CCCOc2ccccc2-c2ccccc2)C1 (stereo unspecified)	-3%	7%	-7%	-1%	-2%	-45%	-4%	-3%	-1%	-12%
CCOC(=O)C1CCN(C(=O)Cn2cccc2C(=O)c2ccccc2)CC1	1%	2%	7%	1%	1%	-9%	2%	2%	5%	-2%

Remaining list, next part.
SMILES	p53 reactivation	RORg inh	VP16 counter	FLuc modulator	Rab9 promoter act	BRCA1 expr act	NPC1 promoter act	uPA surface inh	MBNL1-CUG inh	ELG1 genotoxic
Cc1cc(=O)n2c3c(sc2n1)C(=O)N(Cc1ccccc1)C3=O	-3%	-94%	?	-12%	0%	.	-7%	.	10%	3%
CCCN1CCN(C(c2cc3cc4c(cc3[nH]c2=O)OCO4)c2nnnn2C(C)(C)C)CC1 (stereo unspecified)	?	3%	1%	0%	-7%	-9%	1%	5%	9%	-1%
Cc1cc(-c2ccc(C)c(S(=O)(=O)NCC3CCN(Cc4ccc(F)cc4)CC3)c2)on1	11%	-18%	-3%	1%&3%	-3%	-38%&-48%	-4%	-13%	-3%	-3%
C/C(=N\NC(=O)c1cccnc1)c1cccc([N+](=O)[O-])c1	5%	1%	-3%[10 µM]	0%	-5%	-19%	0%	-6%	?	5%
Cc1ccc(N2CCN(CC(=O)Nc3c(C(=O)C4CC4)oc4ccccc34)CC2)cc1	2%	-5%	-3%	-6%	-6%	.	0%	.	24%	-1%
COCCNC(=S)Nc1ccccn1	-2%	18µM*	?	-1%	-4%	-16%	-6%	3%	-4%	0%
CCCNS(=O)(=O)c1ccc(C(=O)NCC2CCCO2)cc1 (stereo unspecified)	8%	11%	1%	3%	-1%	-3%	-1%	10%	-3%	-1%
O=C(Nc1cc(C(F)(F)F)ccc1N1CCOCC1)c1cn2ccccc2n1	-4%	-37%	-16%	8%	6%	-23%	0%	2%	4%	-2%
CC(C)NC(=O)C(=O)NNC(=O)C12CC3CC(CC(C3)C1)C2	7%	?	11%	-3%	1%	-7%	-4%	8%	-3%	0%
O=C(NC1CCN(Cc2ccccc2)CC1)C1CCN(S(=O)(=O)c2cccc3cccnc23)CC1	?	?	-24%	0%	-5%	4%	3%	-9%	-2%	-18%
Cc1cc(N/N=C/c2ccccc2)nc(N)n1	16%	0%	-10%	17µM*	27%	13µM*	27%	-4%	-2%	?
Cc1cc(C)cc(NS(=O)(=O)c2cc3[nH]c(=O)c(=O)[nH]c3cc2C)c1	5%	0%	-6%	-1%&-1%	4%	5%	1%	14%	5%	-1%
CC(=O)Nc1ccc(NC(=O)COC(=O)[C@@H](NC(=O)c2ccc(F)cc2)C(C)C)cc1	-1%	1%	1%	-5%	-1%	14%	-2%	-1%	-5%	1%
O=C(Nc1ccc(Br)cc1)C1CC(c2c(F)cccc2Cl)=NO1 (stereo unspecified)	.	?	23%	?	?	19%	?	-10%	2%	?
COc1ccc(NC(=O)Cn2c(=O)n(CC(=O)NCc3ccco3)c(=O)c3ccccc32)cc1	3%	9%	-4%	3%	-2%	5%	4%	-9%	-8%	13%
O=C(O)c1cc2[nH]c3c(c2cc1Cl)CCCC3	.	20%	-2%	?	7%	29%	-2%	-4%	2%	1%
CC1=C(C(=O)OC2CCCCC2)C(c2ccccc2)NC(=O)N1 (stereo unspecified)	-19%	?	1%	7%	0%	-16%	2%	6%	-11%	-2%
CC(=O)C1=NOC2C(=O)N(c3ccccc3)C(=O)C12 (stereo unspecified)	3%	-7%	-6%	-1%	-7%	9%	3%	4%	6%	0%
Cc1nc(Cl)c(C(=O)NCCc2ccccc2)c(C)c1[N+](=O)[O-]	-5%	-2%	2%	2%	3%	5%	-1%	-26%	12%	0%
CC(C)(C)c1ccc(OCC(=O)N2CCN(c3ccccn3)CC2)cc1	1%	.	.	12µM*	-1%	-1%	6%	-3%	.	-3%
CCC(C)(C)n1nnnc1CN1CCN(c2nc3cc(OC)ccc3cc2C#N)CC1	-2%	-15%	0%	0%	-14%	-20%	-2%	-2%	-11%	-18%
COc1cc(NC(=O)C2CCCN(S(=O)(=O)c3ccc4c(c3)oc(=O)n4C)C2)cc(OC)c1 (stereo unspecified)	-4%	0%	-1%	1%	-10%	4%	2%	-4%	-8%	1%
COC(=O)[C@@]1(Cc2ccccc2)[C@H]2C(=O)N(Cc3ccccc3)C(=O)[C@H]2[C@H]2CN=C(SCc3ccccc3)N21	1%	.	.	.	.	-42%	.	-25%	.	-4%
COc1ccccc1CNC(=O)CN1C(=O)NC(c2ccccc2)(c2ccccc2)C1=O	-9%	.	.	.	.	-30%	.	6%	.	-4%
Cc1cc(C)n(/N=C\c2c(O)ccc3ccccc23)c(=O)c1C(N)=O	2%	?	2%	-2%	12%	-49%	-3%	3%	6%	-2%
COc1ccc2c(c1)C(=C(C#N)C#N)C(=O)N2CCc1ccccc1	5%	-12%	-12%	-18%	-10%	-33%	7%	-1%	.	5%
CCN(CC)S(=O)(=O)c1cccc(C(=O)OCC(=O)Nc2ccc3c(c2)c2ccccc2n3CC)c1	26%	3%	-1%	1%	0%	-18%	-3%	1%	11%	?
O=C(NN1C(=O)/C(=C/c2cccc(O)c2)SC1=S)c1ccccc1O	30%	-3%	2%	?	-1%	-14%	0%	2%	?	1%[9.26 µM]

An unsorted share of the library (roughly 13% active in at least one column).
